From PubChem BioAssay
N370S GC – qHTS Assay for Inhibitors and Activators of N370S glucocerebrosidase as a Potential Chaperone Treatment of Gaucher Disease; N370S GC spleen homogenate, 4MU-glucoside fluorescence; Potency, µM (top dose mostly 59.4 µM), without a hit: at the highest dose activity change, negative = inhibition, actives largely listed as inhibitors; 330,000 tested, 0.092% active; AID 2101, 2009;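 further: 0% = full enzyme activity and -100% = no enzyme basal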
KAT2A inh – qHTS Assay for Inhibitors of GCN5L2 | GCN5L2 HAT assay, ThioGlo1 CoA-SH fluorescence | Potency, µM (top dose mostly 58.9 µM), for the others: at the top dose activity change, negative = inhibition, usual class: inhibitors | 390,000 tested, 0.21% active
Target sequence (Q92830 whole entry, looked up): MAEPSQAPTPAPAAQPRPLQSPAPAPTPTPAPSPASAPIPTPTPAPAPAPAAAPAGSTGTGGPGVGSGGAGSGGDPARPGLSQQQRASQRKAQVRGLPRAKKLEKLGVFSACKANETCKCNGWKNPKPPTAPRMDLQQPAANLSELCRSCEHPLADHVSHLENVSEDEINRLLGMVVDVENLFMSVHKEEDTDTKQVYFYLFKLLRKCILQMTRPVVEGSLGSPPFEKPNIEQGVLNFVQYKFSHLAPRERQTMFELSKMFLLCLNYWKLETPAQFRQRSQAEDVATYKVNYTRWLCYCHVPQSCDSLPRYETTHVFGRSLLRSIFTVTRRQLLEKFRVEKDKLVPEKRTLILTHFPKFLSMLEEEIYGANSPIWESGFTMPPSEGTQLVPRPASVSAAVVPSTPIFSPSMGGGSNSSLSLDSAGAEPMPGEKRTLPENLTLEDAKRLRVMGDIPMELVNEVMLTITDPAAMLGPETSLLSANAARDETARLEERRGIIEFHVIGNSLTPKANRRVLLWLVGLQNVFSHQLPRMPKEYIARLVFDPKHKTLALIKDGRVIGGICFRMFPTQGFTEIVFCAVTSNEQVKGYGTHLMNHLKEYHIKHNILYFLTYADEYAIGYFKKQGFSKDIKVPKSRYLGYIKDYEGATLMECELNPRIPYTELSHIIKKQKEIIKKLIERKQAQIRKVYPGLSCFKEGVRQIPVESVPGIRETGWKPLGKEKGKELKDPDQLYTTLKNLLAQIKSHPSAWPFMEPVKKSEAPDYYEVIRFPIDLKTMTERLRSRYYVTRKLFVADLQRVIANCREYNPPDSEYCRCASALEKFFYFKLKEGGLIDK
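Fluorescence readout, Ex340nm/Em540nm: ThioGlo1 (50uM final) reacts with free CoA thiol released as 20nM GCN5L2 acetylates H3(1-25) peptide (75uM) using acetyl-CoA (70uM). Compound and enzyme sat 15 min beforehand; 20 min room-temperature reaction.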
FEN1 inhibitor – qHTS Assay for the Inhibitors of Human Flap endonuclease 1 (FEN1) | Recombinant FEN1 flap cleavage, fluorescence, 15 min | Potency, µM (highest dose often 114 µM), for the others: top-dose activity change, negative = inhibition, most hits filed as inhibitors | P39748 | AID 588795, 2011 | 390,000 tested, 0.35% active; further: nearly all actives have a fitted effect of over 65% in size
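Concentration–response screening of FEN1 (10 nM): 15 min compound preincubation at room temperature, reaction started with 50 nM substrate and read at 0 and 15 min. Corrected, normalized data were fitted by a four-parameter Hill equation.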
Active calls of the source: *; ? = inconclusive; . = no result given; & = joins results of further samples. The call rests on the fitted dose curve; in most records, active means well fitted curve in the direction sought with a large enough effect; inconclusive means small, poorly fitted or top-dose-only effect, or another doubt; inactive means no such curve, though single readings can be large; an effect the other way counts as inactive or inconclusive. Unless noted, on the % scale 0 is the no-effect control and ±100 the full control effect; potency means the concentration at half of the fitted maximal effect.

| Compound | N370S GC | KAT2A inh | FEN1 inhibitor |
| --- | --- | --- | --- |
| CCOc1ccc(C(=O)Nc2ccc3c(c2)OCCO3)cc1Br | . | 3% | ? |
| CCCCc1ccc(/C(C)=N/Nc2cc(N3CCOCC3)nc(C)n2)cc1 | -4% | -12% | 5% |
| C=CCn1c(C)cc(C(=O)CSc2nnc3c(Cl)cc(Cl)cn23)c1C | 0% | -7% | -1% |
| O=C1CN(c2ccccc2Cl)C(=O)CN1c1ccccc1Cl | -16% | 1% | -6% |
| Cc1ccc(N2CC(C(=O)Nc3cccnc3)CC2=O)cc1 (centres undefined) | 0% | -5% | -1% |
| COc1cccc(OC)c1C(=O)Nc1nnc(-c2cccs2)s1 | -3% | -4% | -6% |
| Nc1nc(NCCCN2CCOCC2)nc(Nc2ccccc2)c1[N+](=O)[O-] | -18% | -7% | -21% |
| N#C/C(=C\c1c(Oc2ccccc2F)nc2ccccn2c1=O)C(=O)NC1CCS(=O)(=O)C1 (centres undefined) | ? | -4% | -10% |
| COc1cc(Cl)c(C)cc1NC(=O)CSc1nc2ccccc2o1 | 15% | -16% | -4% |
| CNCC(O)Cn1c2c(c3ccccc31)CCCC2 (centres undefined) | 27% | -4% | -19% |
| COc1ccc(NC(=O)c2sc3nc(N4CCCC4)c4c(c3c2N)CC(C)(C)OC4)c(OC)c1 | 3% | -5% | -10% |
| CC(C)c1nc(N2CCN(C(=O)c3ccco3)CC2)c(C#N)c2c1COC(C)(C)C2 | ? | -5% | 3% |
| CC(C)CCn1c(SCC(N)=O)nc2c1c(=O)n(C)c(=O)n2C | -9% | -19% | 0% |
| O=C(NCCC1=CCCCC1)c1ccc2c(c1)N(Cc1cccc(Cl)c1)C(=O)c1ccccc1S2(=O)=O | . | -2% | -6% |
| O=C(CSc1ccc2nnc(-c3cccnc3)n2n1)Nc1ccc(F)cc1 | -18% | -1% | -5% |
| CC(C)NCCOCCSc1ccc(Cl)cc1 | -3% | -1% | -2% |
| CCOCCn1c(SCC)nc2c1c(=O)[nH]c(=O)n2C | 8% | -4% | -2% |
| Cc1nnc2c(N3CCN(c4ccccc4F)CC3)nc3ccccc3n12 | . | 0% | -2% |
| Cc1ccc2occ(CC(=O)N(Cc3ccc(Cl)cc3)C3CCS(=O)(=O)C3)c2c1 (centres undefined) | . | -8% | -12% |
| CCNc1c([N+](=O)[O-])c(=O)n(CC)c2ccccc12 | -9% | -4% | -4% |
| COc1ccc(CCNC(=O)/C=C\c2ccccc2)cc1OC | 1% | -1% | -11% |
| CCC1(C)CC(=O)NC1=O (centres undefined) | -1%&-1% | -2% | . |
| O=C1c2ccccc2C(=O)N1CCc1ccccn1 | 0% | -1% | -14% |
| COc1ccc(C(=O)n2nc(C)c(Br)c2C)cc1OC | -6% | 11% | -3% |
| CS(=O)(=O)N1CCC(Oc2ccccc2C(=O)NC(C2CC2)C2CC2)CC1 | 2% | -10% | -4% |

Additional results
| Compound | N370S GC | KAT2A inh | FEN1 inhibitor |
| --- | --- | --- | --- |
| CC(C)Cc1nc(N2CCOCC2)c(C#N)c2c1CCC2 | -7% | -12% | -15% |
| CCOC(=O)c1c(C)noc1-c1ccco1 | 0% | 2% | -4% |
| CCn1c(CC(=O)Nc2ccccc2)nnc1SCC(=O)NC1CCCC1 | -18% | -2% | 0% |
| Cc1cccc(C)c1NC(=O)C(=O)NCC(c1cccnc1)N1CCc2ccccc21 (centres undefined) | . | -3% | -1% |
| C=CCn1c(C(C)NC(=O)c2cccs2)n[nH]c1=S (centres undefined) | ? | -5% | -7% |
| COc1cc(C(CC(=O)Nc2cccc(C)n2)N2Cc3ccccc3C2=O)cc(OC)c1OC (centres undefined) | 7% | -6% | -4% |
| Cc1cccc(NC(=O)C2CC(=O)n3cnnc3S2)c1 (centres undefined) | -12% | -8% | 0% |
| CCOC(=O)C1=C(C)NC(=O)CC1c1cc(OC)c(OC)cc1Br (centres undefined) | -5% | -14% | 1% |
| Cc1cc(=O)c2cc(C(=O)c3ccccc3)ccc2[nH]1 | -5% | -18% | 15% |
| COC(=O)C(Cc1ccccc1)P(=O)(c1ccccc1)c1ccccc1 (centres undefined) | 11% | 2% | -5% |
| Cc1nc(CC(=O)c2ccc(O)c(C)c2O)cs1 | -11% | -3% | 16% |
| COc1ccc(NC(=O)COC(=O)c2c3c(nc4ccccc24)CCCC3)cc1Cl | ? | -14% | -22% |
| COc1ccc(NC(=O)NCC(C)CSc2ccc(C)cc2)c(OC)c1 (centres undefined) | 11% | -23% | ? |
| COc1ccc(-c2cc(C(=O)N3CCCc4ccccc43)no2)cc1OC | -9% | -7% | -6% |
| FC(F)Oc1ccc(NC(=S)NCCc2ccccn2)cc1 | 19% | -8% | -5% |
| CCc1ccc(CNC(=O)CC2C(=O)NCCN2Cc2ccccc2F)nc1 (centres undefined) | -20% | -3% | -6% |
| COc1ccc(C(C)NC(=O)c2ccncc2)cc1OC (centres undefined) | -4% | 2% | -4% |
| CCOc1ccc(NC(=O)Cn2ccn(-c3ccc(F)c(F)c3)c(=O)c2=O)cc1 | . | -8% | -3% |
| CCOc1ccc2c(c1)OC(c1ccc(OC)cc1)(C(F)(F)F)NC2=O (centres undefined) | 0% | -6% | -12% |
| CC(C)OC(=O)c1ccc(COc2ccc3ccc(=O)oc3c2)o1 | 5% | -5% | 1% |
| Cc1cc(C)cc(C(=O)NC(CC(N)=O)c2ccc(N3CCC(Cc4ccccc4)CC3)c([N+](=O)[O-])c2)c1 (centres undefined) | -16% | 5% | 8% |
| O=C1CN(c2cc(Cl)cc(Cl)c2)C(=O)CN1/N=C/c1cccnc1 | ? | -2% | -2% |
| CCOC(=O)C1=C(CN2CCC(C)CC2)NC(=O)NC1c1ccc(F)cc1 (centres undefined) | . | -3% | -16% |
| O=C(CSCc1c(F)cccc1Cl)NCc1cccnc1 | 9% | 2% | 1% |
| CSc1ncc(CN2CCCCC2C(=O)Nc2ccc(Oc3ccccc3)nc2)cn1 (centres undefined) | 1% | -8% | 0% |

Profiles from above:
`CCn1c(CC(=O)Nc2ccccc2)nnc1SCC(=O)NC1CCCC1` in the list: N370S GC = -18%; KAT2A inh = -2%; FEN1 inhibitor = 0%
`O=C(CSCc1c(F)cccc1Cl)NCc1cccnc1` in the list: N370S GC = 9%; KAT2A inh = 2%; FEN1 inhibitor = 1%

New compounds follow
| Compound | N370S GC | KAT2A inh | FEN1 inhibitor |
| --- | --- | --- | --- |
| O=C(COc1ccccc1)NNC(=S)NC(=O)c1ccccc1 | -19% | -17% | -5% |
| COCCN1C(=S)NC(c2cccc(C(F)(F)F)c2)C(C(=O)N2CCOCC2)=C1C (centres undefined) | 3% | 4% | -1% |
| CC(C)N(c1ccccc1)c1ccc(NC(=O)COC(=O)CCN2C(=O)c3cccc([N+](=O)[O-])c3C2=O)cc1 | 1% | -18% | 9% |
| CCOC(=O)c1ccccc1NC(=O)c1cn(CC)c2nc(C)ccc2c1=O | 26% | 3% | -10% |
| CN1CC(=O)N(CC(=O)Nc2ccc(Br)cc2F)C1=O | -6% | -3% | 6% |
| COc1ccc(C(=O)Nc2ccc3nc(SCC(=O)N4CCCC4)sc3c2)cc1 | . | -10% | 22% |
| O=C(c1cnccn1)N(c1ccccc1)C1(C(=O)NC2CCCCC2)CCCCC1 | 4% | -7% | -3% |
| CCOc1ccc(-c2c(C#N)c(N)nc3sc(C(=O)c4ccccc4)c(N)c23)cc1 | 16% | ? | -1% |
| Cc1cccc(N2CN(Cc3cccnc3)CNC2=S)c1 | -1% | 1% | 2% |
| COc1cccc(NC(=S)N(CCCN2CCN(C)CC2)Cc2ccco2)c1 | -4% | -6% | 6% |
| Cc1cc2c(c(SCC(=O)N(C)c3ccccc3)n1)C(=O)OC2 | 5% | -15% | -7% |
| Cc1ccc(S(=O)(=O)N/N=C/c2ccc(OCC(=O)N3CCOCC3)cc2)cc1 | -1% | -6% | -1% |
| COC(=O)c1nnn(-c2ccc(Cl)c(Cl)c2)c1C(=O)OC | -12% | -1% | -3% |
| Cc1ccnc(NS(=O)(=O)c2ccc(NC(=O)C3CC=CCC3C(=O)O)cc2)n1 (centres undefined) | -4% | -7% | -1% |
| O=C(CN1CCN(c2ccc(F)cc2)CC1)N(C1CCCC1)C1CCS(=O)(=O)C1 (centres undefined) | . | 2% | -11% |
| COC(=O)CCCC[C@@H]1SC[C@@H]2NC(=O)N[C@@H]21 | 1% | -16% | . |
| CN(CCC#N)C(=O)COC(=O)c1ccccc1OCc1ccccc1Cl | -3% | -20% | 9% |
| CC(C)(C)OC(=O)CN1C(=O)NC(Cc2c[nH]c3ccccc23)C1=O (centres undefined) | -11% | -3% | 1% |
| COc1cccc(C2NC(c3cccc(OC)c3O)C(C)C(=O)C2C)c1O (centres undefined) | 0% | -17% | -2% |
| CC1(C)Cc2c(sc(NC(=O)COc3ccc(Cl)cc3)c2C#N)C(C)(C)N1 | -4% | -2% | 1% |
| COc1ccc(N2CCN(C(=O)CN(C)S(=O)(=O)c3cnc[nH]3)CC2)cc1 | -3% | 1% | -2% |
| CCOC(=O)CN1C(=O)CN(c2ccc(C)cc2)C1=O | 7% | 15% | -7% |
| CCOc1ccc(NC(=O)CN(c2ccc(OC)cc2)S(=O)(=O)c2cccs2)cc1 | . | -1% | 15% |
| COc1ccc(-c2ccc(C#N)c(SCC(=O)Nc3sc4c(c3C#N)CCC4)n2)cc1 | 6% | -7% | -7% |
| CCCCCCc1c(O)nc(SCC(=O)O)[nH]c1=O | -2% | -7% | -1% |

Overlap with the part before: 5 entries; new compounds follow.
| Compound | N370S GC | KAT2A inh | FEN1 inhibitor |
| --- | --- | --- | --- |
| COc1ccc(N2CCN(C(=O)CN(C)S(=O)(=O)c3cnc[nH]3)CC2)cc1 | -3% | 1% | -2% |
| CCOC(=O)CN1C(=O)CN(c2ccc(C)cc2)C1=O | 7% | 15% | -7% |
| CCOc1ccc(NC(=O)CN(c2ccc(OC)cc2)S(=O)(=O)c2cccs2)cc1 | . | -1% | 15% |
| COc1ccc(-c2ccc(C#N)c(SCC(=O)Nc3sc4c(c3C#N)CCC4)n2)cc1 | 6% | -7% | -7% |
| CCCCCCc1c(O)nc(SCC(=O)O)[nH]c1=O | -2% | -7% | -1% |
| CCOC(=O)Cn1nc(-c2ccccc2)c2cnc3ccc(C)cc3c21 | 14% | -20% | 8% |
| C=CC[C@@H](CC(=O)N[C@@H](CO)Cc1ccccc1)C(=O)N[C@@H](COC(=O)[C@H](CC=C)CC(=O)OC(C)(C)C)Cc1c[nH]c2ccccc12 | . | -7% | -6% |
| COc1ccccc1-c1cc(C(=O)N/N=C/C=C/c2ccccc2[N+](=O)[O-])c2ccccc2n1 | 5% | -5% | -4% |
| O=C(N/N=C/C(Br)=C/c1ccccc1)c1ccccc1F | -11% | -4% | -14% |
| COc1ccc(N2CC(C(=O)Nc3c(C(N)=O)oc4ccccc34)CC2=O)cc1 (centres undefined) | -9% | -4% | 2% |
| Cc1cc(C)c(C)c(OCC(=O)Nc2ccc(S(=O)(=O)Nc3nc(C)cc(C)n3)cc2)c1 | . | 1% | -13% |
| O=C1N/C(=N/N=C/c2ccco2)SC1Cc1ccccc1 (centres undefined) | 3% | -3% | -5% |
| COc1ccccc1NS(=O)(=O)NC(=O)c1cn(C)c2ccccc12 | 4% | -19% | 7% |
| CCOC(=O)C1=C(NC(=S)NC(=O)c2ccccc2)c2ccccc2CC1(C)C | 18% | -8% | -14% |
| COc1cccc(CCN2C(=O)C(=O)N([C@@H](CNCc3ccccc3)Cc3ccccc3F)C[C@@H]2C(C)(C)C)c1 | -3% | -3% | 3% |
| COc1ccc(CNC(=O)COc2cc(O)c3c(c2)OC(C)(C)CC3=O)c(OC)c1 | -4% | -5% | -15% |
| O=c1cc(CNc2cc(Cl)ccc2Cl)nc2sccn12 | 17% | -2% | -6% |
| O=C(CSc1ccc(F)cc1)Nc1ccc(N2CCOCC2)cc1 | -1% | -7% | 16% |
| Cc1sc2nc(CC(=O)N3CCCC3)[nH]c(=O)c2c1C | 2% | -3% | 0% |
| O=c1c2c(nc3cc(-c4cccc(Cl)c4)[nH]n13)CCC2 | -26% | 0% | -15% |
| COc1ccc(CN2C(=O)CC(C(=O)NCCc3ccc(S(N)(=O)=O)cc3)SC2=Nc2ccccc2)cc1 (centres undefined) | -1% | -6% | 9% |
| CCOc1ccc(NC(=O)[C@H](C)NC(=O)C2CC(=O)N(c3ccc(OC)cc3)C2)cc1 (some centres undefined) | -16% | -18% | 17% |
| CC(=O)NS(=O)(=O)c1ccc(N=NN2CCCCC2)cc1 | -1% | -2% | 11% |
| COc1cccc(C(=O)N2N=C(c3ccccn3)CC2(O)C(F)(F)F)c1 (centres undefined) | 7% | 11% | -11% |
| CCC(C)NS(=O)(=O)c1ccc(S(=O)(=O)N(CC(=O)Nc2ccccc2)Cc2ccco2)cc1 (centres undefined) | 7% | -18% | -6% |
| Cc1nc2ccc(NC(=O)N3CCCCC3)cc2nc1C | 10% | -21% | 7% |
| Cc1cccc(N2C(=O)CN(Cc3sccc3C)C2=S)c1 | 0% | -4% | -9% |

Not a hit list; 0.54% or so of the library scored in one or more.
